Bioassay records deposited in PubChem by National Center for Advancing Translational Sciences (NCATS).
HT1080 IDH1KD tx – toxicity to HT-1080 IDH1 knockdown cells (counter line); Potency, µM (series often up to 46.1 µM), inactives show top-dose activity, negative = toxicity, usual class: cytotoxic; AID 686971; actives 2% (n = 360,000); HT-1080 IDH1 knockdown viability, ATP luminescence, 48 h;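 also: potency is read from the fitted curve at half-maximal effect; 0% = DMSO wells and -100% = cell-free medium wells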
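% activity derives from luminescence (CellTiter-Glo), normalised to DMSO and no-cell wells. HT-1080-IDH1KD cells, 750/well, had 48 h compound exposure at 37 °C.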
DRD3 antagonist – blocks the human D3 dopamine receptor. P35462. D3R cells, DiscoveRx beta-arrestin luminescence, antagonist mode; active compounds read low. max response, negative = inhibition, %. actives 2.5% (n = 360,000). AID 652054; in the data active = max response below about -50%; inconclusive = no clear call, values can overlap the other calls; also: % is scaled to controls: 0 for no effect and ±100 for the full control effect; mostly tested at two doses, the higher about 12 µM
Target sequence (P35462 whole entry, looked up): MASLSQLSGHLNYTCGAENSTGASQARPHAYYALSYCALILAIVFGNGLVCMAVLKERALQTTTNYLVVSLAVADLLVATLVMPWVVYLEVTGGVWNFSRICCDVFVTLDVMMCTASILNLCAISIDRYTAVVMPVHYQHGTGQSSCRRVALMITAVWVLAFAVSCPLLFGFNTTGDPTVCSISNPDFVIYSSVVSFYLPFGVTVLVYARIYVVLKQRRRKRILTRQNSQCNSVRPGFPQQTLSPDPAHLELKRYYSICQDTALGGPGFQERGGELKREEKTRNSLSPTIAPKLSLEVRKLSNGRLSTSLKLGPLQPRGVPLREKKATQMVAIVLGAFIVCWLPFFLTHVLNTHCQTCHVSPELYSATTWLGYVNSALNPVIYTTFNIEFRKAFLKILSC
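Cells expressing the human receptor were seeded at 1500 cells/well, incubated overnight at 37 degrees C in 5% CO2, then exposed to library compounds with dopamine controls for 90 minutes at 37 degrees C before luminescent detection.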
KB-V1 cytotox – kills drug-selected multidrug resistant KB-V1 cells; KB-V1 MDR cells viability, CellTiter-Glo, 72 h; Potency, µM (highest dose often 46.1 µM), without a hit: top-dose activity change, negative = cytotoxicity, hits mostly cytotoxic; actives 3.4% (n = 400,000); AID 1347076; also: potency is read from the fitted curve at half-maximal effect; % is scaled to controls: 0 for no effect and ±100 for the full control effect; nearly all actives have a fitted effect of over 60% in size
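Compound-treated KB-V1 multidrug-resistant cells, 72 h, 37 degrees C; viability by CellTiter-Glo. Fitted qHTS curves give the values.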
HT1080NT lethal – kills 2HG-producing HT-1080-NT fibrosarcoma cells. HT-1080-NT fibrosarcoma viability, CellTiter-Glo ATP luminescence, 48 h. Potency, µM (titrated, usually from 46.1 µM), without a hit: at the highest dose activity, negative = less viability, hits mostly cytotoxic. actives 1.6% (n = 360,000);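 also: NT is the 2HG producing partner of a matched IDH1 knockdown line; potency is read from the fitted curve at half-maximal effect; 0% = DMSO-treated cells and -100% = media-only wells without cells; nearly all actives have a fitted effect of over 55% in size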
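Compounds were tested in concentration-response format on HT-1080-NT cells for 48 hours at 37 degrees C. Cell viability came from CellTiter-Glo luminescence; curves were classified by r2, response magnitude and activity.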
SW480 rerep – inducers of DNA re-replication in SW480 colon cancer cells. Potency, µM (highest dose often 46.1 µM), without a hit: top-dose re-replication activation, usual class: activators. actives 1.8% (n = 340,000). SW480 DNA re-replication, Hoechst DNA content imaging, 48 h; also: potency is read from the fitted curve at half-maximal effect; % of control where 0% means no effect; nearly all actives have a fitted effect of over 55% in size
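First, 250 cells per well were seeded. Next, compound or vehicle (23 nL) was pinned in, plates sat 48 hr at 37 C. Finally Hoechst was added for 40 min before fluorescence scanning.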
KB-3-1 tox – KB-3-1 parental cell cytotoxicity | KB-3-1 viability, CellTiter-Glo ATP luminescence, 72 h | Potency, µM (highest dose often 46.1 µM), without a hit: top-dose activity change, negative = cytotoxic, most hits filed as cytotoxic | actives 1.4% (n = 400,000); also: potency is read from the fitted curve at half-maximal effect; % is scaled to controls: 0 for no effect and ±100 for the full control effect; nearly all actives have a fitted effect of over 60% in size
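KB-3-1 parental drug-naive adenocarcinoma cells in DMEM/10% FBS, incubated 72 h at 37 C with pin-transferred compounds across a concentration series. Viability by CellTiter-Glo luminescence; concentration-response curves fitted after normalization.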
IL-1B inflam inh – inflammasome signaling inhibition, IL-1 beta readout. activity change, % at 57.5 µM. THP-1 LPS/ATP IL-1B secretion, AlphaLISA, 16 h; active compounds read low. actives 4.7% (n = 360,000). AID 743279; in the data active = activity change below about -50%; inconclusive = mostly about -30% to -49%; also: % is scaled to controls: 0 for no effect and ±100 for the full control effect
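THP-1 cells pretreated 1 hr with compounds (up to 57.5 uM final), then stimulated with LPS (250 ng/mL final) plus ATP (1.25 mM final); secreted IL-1B measured by AlphaLISA after 16 hr, decreased signal indicating inhibition.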
DRD3 agonist – agonists of human D3 dopamine receptor; P35462; D3R DiscoveRx beta-arrestin cells, luminescence, 90 min; max activation, %; actives 0.58% (n = 410,000); AID 652048; in the data active = max activation above about 30%; also: 0% is about no effect; mostly tested at two doses, the higher about 12 µM
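Agonist-mode cell screen: cells plated at 1500/well and incubated overnight at 37 °C, then exposed to library compounds for 90 min at 37 °C. Detection reagent was added for 30–60 min at room temperature, and luminescence was read.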
GLP-1R agonist – agonists of human GLP-1 receptor | actives 0.007% (n = 380,000) | P43220 | HEK293 GLP-1R CRE-luciferase, luminescence, 4-6 h; cells express a hypersensitive GLP-1R form | Potency, µM (titrated, usually from 45.6 µM), without a hit: at the highest dose activation, hits mostly activators; also: potency is read from the fitted curve at half-maximal effect; % of control where 0% means no effect
Target sequence (P43220 whole entry, looked up): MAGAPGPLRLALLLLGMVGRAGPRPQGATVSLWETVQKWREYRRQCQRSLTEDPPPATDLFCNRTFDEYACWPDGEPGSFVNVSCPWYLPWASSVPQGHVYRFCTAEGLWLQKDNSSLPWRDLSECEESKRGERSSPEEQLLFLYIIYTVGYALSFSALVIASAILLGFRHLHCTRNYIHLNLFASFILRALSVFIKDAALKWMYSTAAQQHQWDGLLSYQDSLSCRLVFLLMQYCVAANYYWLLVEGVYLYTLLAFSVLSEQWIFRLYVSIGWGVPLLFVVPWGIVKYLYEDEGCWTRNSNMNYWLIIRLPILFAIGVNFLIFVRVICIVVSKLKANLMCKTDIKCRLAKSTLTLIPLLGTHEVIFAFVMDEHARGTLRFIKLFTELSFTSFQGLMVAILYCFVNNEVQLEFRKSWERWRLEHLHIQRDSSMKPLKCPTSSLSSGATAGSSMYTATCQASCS
An asterisk follows results filed as active; ? = inconclusive; . = not tested or not shown; [ ] = dose if it differs, or a comment. Unless noted, calls follow the shape of the dose curve; as a rule, active = well fitted curve in the direction sought with a large enough effect; inconclusive = small, poorly fitted or top-dose-only effect, or another doubt; inactive = no such curve, though single readings can be large; an effect the other way counts as inactive or inconclusive.

canonical_smiles	KB-V1 cytotox	HT1080 IDH1KD tx	DRD3 agonist	IL-1B inflam inh	GLP-1R agonist	HT1080NT lethal	DRD3 antagonist	KB-3-1 tox	SW480 rerep
O=C(c1ccco1)N1CCN(S(=O)(=O)c2cccc(Cl)c2)CC1	?	-4%	4	-6	-1%	-2%	16	-5%	-4%
Cc1nn(-c2ccccc2)c(OC(=O)c2cccs2)c1S(=O)(=O)c1ccc([N+](=O)[O-])cc1	2%	0%	-22	11	-4%	?	?	-3%	-5%
Cn1c(NC(=O)C2CCCC2)cc(=O)n(C)c1=O	2%	1%	7	3	5%	-2%	-14	-10%	-7%
Cc1ccc(NC(=O)CSc2nnnn2-c2cccnc2)c(C)c1	?	8%	4	7	4%	0%	6	0%	2%
O=C(CSc1nnc(Cc2ccccc2)o1)N1CCc2ccccc21	0%	-23%	0	32	2%	-8%	-3	?	19%
NC(=O)c1c(NC(=O)c2ccncc2)sc2c1CCCCCC2	-8%	-11%	3	-11	?	0%	6	-7%	1%
O=C(CN1CCN(c2ccc(F)cc2)CC1)Nc1ccc(-n2cnnn2)cc1	-9%	-2%	0	-1	-3%	3%	-16	-7%	-2%
c1cc(CNCC2CCCO2)ccn1 (stereo not given)	-1%	11%	9	34	15%	0%	10	18%	-17%
NS(=O)(=O)c1ccc(CCNC(=O)c2cc(-c3ccccn3)nc3ccc(Br)cc23)cc1	-9%	-19%	-1	70	-1%	?	3	-14%	3%
CC(C)(Cc1ccc(O)cc1)NC(=O)CC(=O)N/N=C/c1ccc(Cl)cc1	-10%	-22%	-5	-4	-2%	?	-13	?	?
Cc1ccc(C)c(N(Cc2cc3ccc(C)cc3[nH]c2=O)C(=O)c2ccco2)c1	?	9%	1	?	8%	28%	-6	0%	5%
CC(=O)c1cnc2nc(SCc3ccccc3C)nn2c1C	0%	-1%	-1	-16	?	4%	10	6%	0%
CCn1cc(C(=O)NCCCN(CC(C)C)CC(C)C)c(=O)c2cc(S(=O)(=O)N3CCc4ccccc4C3)ccc21	?	.	-4	.	-1%	.	.	5%	.
CCC1(CC)NC(=O)N(CC(=O)OC(C)C(=O)Nc2ccccc2OC)C1=O (stereo not given)	23%	-1%	-22	3	-6%	-2%	-14	7%	-66%
CC(C)(C)c1ccc(NC(=O)C(=O)C2C(=O)Nc3ccccc32)cc1 (stereo not given)	-1%	2%	-3	29	5%	-1%	-2	-3%	-6%
C[C@@]12CCC=C[C@H]1[C@H](c1ccc(C(F)(F)F)cc1)N(Cc1ccccc1)C2=O	2%	-2%	-11	41	7%	-4%	-19	0%	-11%
O=C(NCc1ccco1)c1cccnc1Cl	2%	6%	7	8	-1%	-1%	5	-8%	2%
OC[C@@H]1CN(Cc2ccc3c(c2)OCO3)C[C@H](n2cnc3c(NCc4ccc(F)cc4)ncnc32)O1	0%	-15%	2	-2	-2%	2%	-14	-1%	.
Cc1cc(C)cc(NC(=O)c2ccc(CNc3c(N4CCOCC4)c(=O)c3=O)cc2)c1	-10%	-2%	6	-26	0%	-6%	11	-12%	4%
Cc1cc(/C=N/Nc2ccc([N+](=O)[O-])cn2)c(C)n1-c1cccc(C(=O)O)c1	2%	-22%	-6	0	-1%	-22%	?	17%	1%
COC(=O)c1cc(C#N)c(=O)[nH]c1C	8%	3%	13	0	4%	5%	19	0%	-12%
COc1ccc(CCN=C2SCC(=O)N2Cc2ccccc2)cc1OC	?	-6%	0	-11	9%	-14%	6	-12%	-120%[inhibitor]
O=C1OC(Nc2ccccn2)c2ccccc21 (stereo not given)	19%	14%	2	10	-3%	17%	16	-4%	-5%
COc1ccc(N(CC(=O)Nc2cc(C)ccc2C)S(=O)(=O)c2c(C)noc2C)cc1	?	-26%	2	45	0%	-6%	4	?	?
Cc1cnc(C(=O)NNC(=O)c2ccc(Br)cc2)cn1	-22%	21µM*	-9	77	12%	?	-15	?	-53%[inhibitor]
CCOC(=O)/C=C/C(=O)OCC(=O)Nc1c(Cl)cccc1Cl	32%	6%	-14	-54*	1%	12%	?	9%	-2%
O=C(NNC(=S)Nc1ccc(Cl)cc1Cl)c1ccc(N2CCOCC2)c([N+](=O)[O-])c1	?	2%	-4	-11	2%	1%	?	-14%	-69%[inhibitor]
CCC1(c2ccc(Cl)cc2)NC(=O)N(Cc2ccc(C(=O)OC)cc2)C1=O (stereo not given)	?	?	3	14	12%	?	1	9%	0%
COC(=O)N1C(=O)[C@@](c2ccccc2)(C2CCCCC2)N1C(=O)OC	5%	-22%	-14	-103*	0%	?	-54*	-4%	-15%[9.22 µM]
COc1ccc(NC(=O)CC2Sc3ncnn3C2=O)cc1 (stereo not given)	0%	-5%	4	15	3%	-2%	0	10%	3%
Cc1nn(C(=O)CCC(=O)NCc2ccccc2Cl)c2ccccc12	25%	12%	0	7	1%	21%	-8	-21%	4%
Cc1nccn1S(=O)(=O)c1ccc(Br)cc1Br	14%	21%	1	0	-8%	16%	-3	7%	-17%
COC(=O)C1=C(C)N(CCCC(=O)O)C(=O)NC1c1ccc(C#N)cc1 (stereo not given)	-8%	-3%	18	34	-5%	-11%	-6	0%	-7%
O=C(Nc1ccncc1)c1ccc(Cl)cc1	1%	3%	5	15	4%	6%	17	-3%	-9%
O=C(Nc1ccc(Cl)cn1)c1cccc(S(=O)(=O)N2CCCCCC2)c1	?	3%	1	9	14%	-15%	0	?	.
OCC1(CCOc2ccccc2)CCN(Cc2ccccc2OC(F)F)CC1	0%	?	-18	-79*	1%	-27%	2	?	-1%
C=CCOC(=O)c1cn(CC)c2nc(C)ccc2c1=O	-13%	12%	6	-7	10%	5%	-4	1%	-6%
O=C(Nc1nc(-c2ccccc2)cs1)c1ccc(=O)[nH]c1	18µM*	-18%	1	-13	0%	?	3	?	-8%
Cc1cc(CNC(=O)c2ccc3oc(C(C)C)nc3c2)nn1C	2%	7%	16	-16	-1%	5%	-26	18%	-8%
Cc1ccc(C)c(NC(=S)Nc2ncccc2C)c1	?	-6%	5	-19	10%	?	-22	4%	3%
Cn1c(SCC(=O)O)nnc1-c1ccc(NC(=O)c2ccc(Cl)c(Cl)c2)cc1	28%	2%	-7	-9	5%	18%	-20	1%	-8%
CCn1c(Cc2ccccc2)n[nH]c1=S	4%	-2%	6	-2	0%	13%	7	?	-8%
CC(=O)c1ccc(N2CCN(C(=O)c3cn(Cc4ccccc4)nc3-c3cccnc3)CC2)c(F)c1	-19%	?	1	-4	0%	-10%	17	-10%	-10%
N#Cc1ccc(OC(=O)c2cnccn2)cc1	6%	5%	2	7	-1%	14%	-15	-4%	-16%
Cc1cnn(CCC(=O)NNC(=S)NCC(C)C)c1	-16%	23%	-8	-8	0%	13%	6	0%	-3%
CC1CN(S(=O)(=O)c2ccc(C(=O)N(CCCN(C)C)c3nc4c(Cl)cccc4s3)cc2)CC(C)O1 (stereo not given)	7%	-9%	-7	-54*	-7%	-6%	-17	1%	-10%
CCCCn1c(N)c(N(CC(C)C)C(=O)CSc2n[nH]c(-c3ccc(C)cc3)n2)c(=O)[nH]c1=O	-1%	1%	-8	-1	1%	1%	5	4%	1%
N#CC(C#N)=C(N)CSc1cccc[n+]1[O-]	1%	-21%	-2	6	1%	19%	0	1%	-144%[inhibitor]
CC1(C(=O)Nc2ccc3c(c2)OCCO3)CCC(=O)N1CCc1c[nH]c2ccccc12 (stereo not given)	?	4%	-3	-10	6%	-2%	-21	0%	.
CCCCCNC(=O)c1cccc(S(=O)(=O)N2CC3(C)CC2CC(C)(C)C3)c1 (stereo not given)	-15%	-16%	0	-11	2%	-10%	7	?	10%
CN(C)c1cccc(CNC(=O)c2ccc3nc([C@@H]4O[C@H](CO)[C@H](O)[C@H](O)[C@H]4O)[nH]c3c2)c1	3%	22%	3	41	-9%	?	2	0%	.
COc1cc2[nH]c(=O)n(Cc3ccc(C(=O)N4CCC(N5CCCCC5)CC4)cc3)c(=O)c2cc1OC	-20%	11%	1	-14	-2%	1%	?	-3%	-21%
O=C(Nc1ccc(SC(F)F)cc1)c1cc(-c2ccncc2)nc2ccccc12	0%	?	-4	-14	-6%	-25%	60	?	11%

Two successive records out of the list so far:
canonical_smiles	KB-V1 cytotox	HT1080 IDH1KD tx	DRD3 agonist	IL-1B inflam inh	GLP-1R agonist	HT1080NT lethal	DRD3 antagonist	KB-3-1 tox	SW480 rerep
O=C(c1ccco1)N1CCN(S(=O)(=O)c2cccc(Cl)c2)CC1	?	-4%	4	-6	-1%	-2%	16	-5%	-4%
Cc1nn(-c2ccccc2)c(OC(=O)c2cccs2)c1S(=O)(=O)c1ccc([N+](=O)[O-])cc1	2%	0%	-22	11	-4%	?	?	-3%	-5%
